# From PubChem
# G6PDH CS = L. mesenteroides G6PDH inhibition counter-screen; Purified L. mesenteroides G6PDH, diaphorase/resazurin coupled fluorescence, 45 min; inhibition, % at 5 µM; actives 0.12% (n = 200,000); in the data active means inhibition above about 50%
# PPARg SRC-2 ag = promotes SRC-2 coactivator recruitment by human PPARgamma | P37231 | PPARgamma LBD-SRC-2 recruitment, biochemical | activation, % at 8 µM | actives 0.34% (n = 200,000) | AID 1032; in the data active means activation above about 22%;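 further: 0% = vehicle and 100% = reference agonist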
# Target sequence (P37231 whole entry, looked up, the tested form may be a part): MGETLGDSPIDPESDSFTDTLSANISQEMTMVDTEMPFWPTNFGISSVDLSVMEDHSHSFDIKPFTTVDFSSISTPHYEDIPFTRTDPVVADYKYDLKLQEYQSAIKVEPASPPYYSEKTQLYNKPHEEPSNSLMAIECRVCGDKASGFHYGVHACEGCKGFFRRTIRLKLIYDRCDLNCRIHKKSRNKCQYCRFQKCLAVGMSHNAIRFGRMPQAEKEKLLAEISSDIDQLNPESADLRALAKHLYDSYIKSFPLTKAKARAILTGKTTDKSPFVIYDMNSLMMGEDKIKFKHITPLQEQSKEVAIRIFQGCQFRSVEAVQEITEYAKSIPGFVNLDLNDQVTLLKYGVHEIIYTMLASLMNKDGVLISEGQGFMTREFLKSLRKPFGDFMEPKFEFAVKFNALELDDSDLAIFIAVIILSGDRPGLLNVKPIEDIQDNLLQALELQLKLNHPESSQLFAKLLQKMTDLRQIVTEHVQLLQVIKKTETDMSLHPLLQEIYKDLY
# ROMK primary = human ROMK K+ channel modulation, primary screen | actives 2% (n = 130,000) | Tet-inducible ROMK, thallium flux fluorescence; actives lie on both sides | AID 1918 | B-score at 10 µM;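 active means signal ratio slope over the read window, or its plate-corrected B-score, at least 3 SD from the plate mean, either direction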;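 further: B-score of the F/F0 ratio slope over 7 to 12 s after thallium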
# S1P3 antagonist = antagonists of human S1P3 receptor; Q99500; CHO S1P3 NFAT-BLA reporter, FRET fluorescence, antagonist mode; inhibition, % at 4.98 µM; actives 0.27% (n = 170,000); AID 485;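 active means inhibition above the plate cutoff, the mean inhibition of test wells on that plate plus 3 SD, cut at about 28% in these data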;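 further: cells challenged with S1P at its EC80 of 0.8 µM; blue over green emission ratio from cleaved BLA substrate after 4 h stimulation; 0% = S1P-stimulated wells and 100% = unstimulated DMSO-only wells; some compounds past the cut are filed as inactive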
# Target sequence (Q99500 whole entry, looked up): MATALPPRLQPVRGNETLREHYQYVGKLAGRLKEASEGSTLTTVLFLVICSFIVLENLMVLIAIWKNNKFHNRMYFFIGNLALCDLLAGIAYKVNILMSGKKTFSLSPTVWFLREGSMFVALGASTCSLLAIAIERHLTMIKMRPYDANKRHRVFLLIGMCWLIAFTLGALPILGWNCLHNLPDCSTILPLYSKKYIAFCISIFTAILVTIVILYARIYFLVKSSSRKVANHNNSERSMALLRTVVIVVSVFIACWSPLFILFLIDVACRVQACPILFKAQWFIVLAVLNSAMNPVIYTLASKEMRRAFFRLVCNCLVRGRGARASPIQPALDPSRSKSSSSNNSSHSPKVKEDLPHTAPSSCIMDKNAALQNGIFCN
# Diaph inh CS = counter-screen for diaphorase-based assays: diaphorase inhibitors and chemical oxidizers; diaphorase resazurin-to-resorufin fluorescence, NADH, 16 min; bacterial (C. kluyveri) enzyme, not human; inhibition, % at 20 µM; actives 0.69% (n = 190,000); AID 1217;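 active means primary screen inhibition at 20 µM above a set limit, cut at about 50% in these data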;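 further: plate controls were DMSO with full reaction for no effect and wells lacking NADH for full effect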
#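 System: Bacterial diaphorase enzyme (C. kluyveri) | Incubation: 16-min room-temperature incubation before reading | Benchmarks: No-NADH positive control and DMSO neutral control | Measured by: Resorufin fluorescence 544/590 nm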
# PPARg SRC3 recr = agonists of human PPARgamma SRC-3 coactivator recruitment. biochemical PPARgamma/SRC-3 coactivator recruitment assay. activation, % at 8 µM. actives 0.26% (n = 200,000). AID 731; in the data active means activation above about 23%;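 further: 0% = DMSO and 100% = reference agonist; some compounds past the cut are filed as inactive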
# PPARg SRC1 recr = PPARgamma-driven SRC-1 recruitment agonism; PPARgamma-SRC-1 coactivator recruitment biochemical assay; activation, % at 8 µM; actives 0.41% (n = 200,000); AID 631; in the data active means activation above about 19%;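 further: 0% = DMSO and 100% = reference agonist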
# TR-FRET SRC-2 ct = counter-screen for PPARgamma SRC-2 recruitment agonists: TR-FRET artefact. hits give high values. TR-FRET ratio at 8 µM. actives 0.4% (n = 200,000); in the data active means TR-FRET ratio above about 2000; further: inactives centre near 1500
# PMI activator = phosphomannose isomerase (human) activation. P34949. actives 0.005% (n = 190,000). purified human PMI, coupled resazurin fluorescence, 20 min; hits give high values; 1 = vehicle control, 0 substrate-free wells. activation factor at 20 µM;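 active means activation factor of 2 or more at 20 µM, relative to plate controls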
# Diaph act CS = counter-screen for diaphorase-based assays: diaphorase activators and chemical reducers. actives 0.005% (n = 190,000). Diaphorase/resazurin coupled assay, resorufin fluorescence, 16 min; hits give high values; 1 = vehicle wells, 0 = NADH-free wells. activation factor at 20 µM;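 active means diaphorase activity raised at least twofold by the compound at 20 µM; inactive means activation factor below 2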
#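 test system = bacterial diaphorase enzyme (C. kluyveri) | quantity = enzyme 0.07 U/mL final | reagent = NADH substrate 0.114 mM plus resazurin dye 0.1 mM, final | incubation = 16 min enzyme reaction, ambient temperature | buffer or medium = HEPES pH 7.4 buffer with MgCl2 and Tween 20 | signal = fluorescence of resorufin, 544 nm excitation, 590 nm emission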
# PMI act satM6P = PMI (human) activation, high substrate; P34949; coupled PMI enzyme assay, resazurin fluorescence, 20 min; hits give high values; 1 = untreated enzyme, 0 = substrate-free blank; activation factor at 20 µM; actives 0.34% (n = 190,000); AID 1216;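 active means activation factor of 2 or more at 20 µM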
#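 Technique: Diaphorase-driven resazurin-to-resorufin fluorescence, excitation 544, emission 590 nm | Assay system: Human PMI in coupled enzyme assay | Times: Enzyme reaction with compound 20 min at room temperature | Medium: HEPES-buffered pH 7.4 with magnesium and detergent | Reagent: Mannose-6-phosphate 1.0 mM (near-saturating) plus 0.22 mM NADP+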
# * = called active by the depositor; nt = no result given.
SMILES,G6PDH CS,PPARg SRC-2 ag,ROMK primary,S1P3 antagonist,Diaph inh CS,PPARg SRC3 recr,PPARg SRC1 recr,TR-FRET SRC-2 ct,PMI activator,Diaph act CS,PMI act satM6P
O=C1CN(C(=O)COC(=O)COc2ccc3c(c2)CCC3)c2ccccc2N1,3,-6,nt,-24,17,1,-10,1329,1,0.8,1
Cc1ccc(C(=O)COC(=O)c2ccccc2N2C(=O)C3C4CCC(C4)C3C2=O)cc1C (stereo not given),-3,-6,0.33,nt,20,0,0,1530,0.9,0.8,1
Cc1ccc(CNC(=O)c2ccc(N3CCCC3=O)cc2)cc1,0,-4,nt,nt,19,10,-6,1683,0.9,0.8,0.9
COc1cccc(-n2c(C)nn(C)c2=O)c1,2,-2,nt,nt,18,1,-1,1587,0.8,0.8,0.8
CCOC(=O)c1cc(-c2ccccc2)sc1NC(=O)CC(C)C,4,10,1.3,nt,16,19,2,1725,0.9,0.8,0.9
O=C1CC(c2ccccc2)CC(O)=C1C=Nc1ccccc1 (stereo not given),9,-8,0.8,-1,10,-1,11,1516,1.2,0.9,1.1
COc1ccccc1NC1=NCC(=O)N1Cc1ccccc1,0,-3,-0.32,nt,0,3,-8,1559,1.1,1,1.1
O=C(CNC(=O)c1ccccc1F)OC(C(=O)Nc1cc(C(F)(F)F)ccc1Cl)c1ccccc1 (stereo not given),0,3,-0.5,nt,13,3,2,1551,0.9,0.9,1
Cc1cc(NC(=O)c2cc3ncc(Br)cn3n2)no1,-3,5,nt,-36,16,6,4,1435,1,0.8,1
CC(=O)Nc1ccc(NC(=O)/C=C/c2ccc3c(c2)OCO3)cc1,3,-3,0.4,4,16,3,10,1552,0.9,0.8,0.9
COc1ccc(Br)c(C(=O)NC2CCCC2)c1,5,1,0.11,-4,11,1,-4,1400,0.9,0.9,0.9
C/C(=N\NC(=S)Nc1c(C)cccc1C)c1ccc(OC(F)F)cc1,-1,-2,0.94,-2,16,3,-4,1298,0.9,0.8,0.9
O=C1OC(C(=O)O)Cc2ccccc21 (stereo not given),4,13,0.21,nt,12,16,0,1435,1.1,0.9,1.1
O=S(=O)(NCC(c1ccco1)N1CCN(c2ccccc2F)CC1)c1ccccc1 (stereo not given),2,2,-1.2,-4,7,-1,-1,1558,1,0.9,1
CC(C)CCN1CCN(CCCn2cccn2)CC1CCO (stereo not given),12,-3,0.0073,-8,2,-2,-5,1451,0.9,1,1
CCOC(=O)Cc1csc(SC(C)C(=O)Nc2ccc(NC(C)=O)cc2)n1 (stereo not given),9,5,nt,nt,19,11,6,1628,0.9,0.8,0.9
Nc1nonc1-c1noc(N2CCOCC2)n1,9,7,-0.5,nt,4,15,6,1741,1,1,1
Cc1ccc(S(=O)(=O)Nc2ccc3nc(N)sc3c2)cc1,1,-3,-0.21,nt,16,-5,4,1478,1,0.8,0.9
S=C(NC1CC1)N1CCc2ccccc2C1,4,4,-0.46,-24,2,4,8,1710,1,1,1
Cc1ccc(/C=N/c2sc3c(c2C#N)CCC3)s1,-36,0,nt,nt,12,-14,-6,1394,0.8,0.9,0.9

# Fetched by compound from the entries so far, three records:
SMILES,G6PDH CS,PPARg SRC-2 ag,ROMK primary,S1P3 antagonist,Diaph inh CS,PPARg SRC3 recr,PPARg SRC1 recr,TR-FRET SRC-2 ct,PMI activator,Diaph act CS,PMI act satM6P
CCOC(=O)Cc1csc(SC(C)C(=O)Nc2ccc(NC(C)=O)cc2)n1 (stereo not given),9,5,nt,nt,19,11,6,1628,0.9,0.8,0.9
Cc1cc(NC(=O)c2cc3ncc(Br)cn3n2)no1,-3,5,nt,-36,16,6,4,1435,1,0.8,1
COc1cccc(-n2c(C)nn(C)c2=O)c1,2,-2,nt,nt,18,1,-1,1587,0.8,0.8,0.8

# Carrying on.
SMILES,G6PDH CS,PPARg SRC-2 ag,ROMK primary,S1P3 antagonist,Diaph inh CS,PPARg SRC3 recr,PPARg SRC1 recr,TR-FRET SRC-2 ct,PMI activator,Diaph act CS,PMI act satM6P
CN(C)C(=S)NC1(C)CCS(=O)(=O)C1 (stereo not given),14,3,nt,nt,-10,17,8,1645,1,1.1,1.1
Cc1cccc(NC(=O)COc2ccc(/C=C\c3[nH]c(=O)[nH]c(=O)c3[N+](=O)[O-])cc2)c1,20,-1,-0.097,2,25,2,-3,1697,1.1,0.8,1
Cc1ccc2nc(C)cc(N3CCOCC3)c2c1,8,11,-0.55,nt,9,8,1,1683,0.9,0.9,1
CC(Cl)C(=O)NNC(=O)CNS(=O)(=O)c1ccccc1 (stereo not given),2,0,1.1,-2,nt,-1,0,1511,nt,nt,nt
CCN(C(=O)c1cc2ccccc2o1)C12CC3CC(CC(C3)C1)C2,10,0,1.1,-10,14,4,0,1512,1,0.9,0.7
O=C(NCC1CCCO1)/C(=C/c1ccc(Cl)cc1)NC(=O)c1ccccc1 (stereo not given),-2,-5,-0.56,-9,2,4,-1,1375,1,1,1
Cc1ccccc1N1CCN(C(=O)CCN2C(=O)c3ccccc3C2=O)CC1,5,0,nt,nt,9,-4,-6,1587,1,0.9,1.1
O=C(Nc1cccc(S(=O)(=O)N2CCCCC2)c1)c1ccc2c(=O)n3c(nc2c1)CCCCC3,-52,0,nt,20,14,-6,4,1526,0.9,0.9,1
CC(C)C[C@H](NC(=O)OC(C)(C)C)C(=O)N1CCC(C(=O)N[C@@H](Cc2ccccc2)C(=O)O)CC1,-4,4,nt,nt,-2,17,6,1542,1.2,1,1.2
O=C(Nc1ccccc1[N+](=O)[O-])c1nc[nH]c1C(=O)NCCO,2,7,nt,nt,-3,-1,10,1557,1,1,1
COc1cccc(-n2c(C)nn(CCOc3ccccc3)c2=O)c1,0,-4,0.52,-8,-9,-4,-5,1310,1,1.1,1
COc1ccc(N/C(N)=N/c2nc(C)cc(C)n2)c(OC)c1,7,2,-0.049,-14,2,-2,6,1425,0.9,1,0.8
COc1cc(-c2nnc(SC(C)C(=O)Nc3c(C)n(C)n(-c4ccccc4)c3=O)o2)cc(OC)c1OC (stereo not given),6,4,2,nt,8,6,1,1503,1,0.9,1
CCN(CC)CCNc1nc(-c2cccs2)c(CC(=O)O)s1,0,-2,0.65,-3,24,0,4,1468,1,0.8,1
O=C(CCCn1c(=O)[nH]c2cc(Cl)ccc2c1=O)NC1CCCCCCC1,6,1,nt,nt,0,0,-1,1380,1,1,1.1
O=C(Cn1nc(-c2ccccc2F)ccc1=O)NCc1ccc2c(c1)OCO2,-1,5,nt,4,7,3,-3,1467,1.1,0.9,1.1
CCN(CC)CCCN1C(=O)C(=O)/C(=C(/O)c2ccc3c(c2)OCO3)C1c1ccccn1 (stereo not given),nt,-4,nt,-20,nt,3,5,1489,nt,nt,nt
O=C(Nc1ccc(C(=O)N2CCOCC2)cc1)Nc1cccc(Cl)c1,-2,6,-0.47,3,17,3,1,1521,0.9,0.8,0.9
CCCCOC(=O)Nc1cc(OC)c(Cl)cc1OC,4,7,nt,13,1,4,-1,1523,1.2,1,1
O=C(CC(=O)NCc1cccnc1)NCc1cccnc1,0,7,nt,-20,14,13,-2,1573,0.9,0.9,1
CCN1CCN(c2cc(C)c3cc(NC(=S)N4CCC5(CC4)OCCO5)ccc3n2)CC1,-3,6,-0.34,4,-5,0,2,1681,0.9,1.1,0.8
CCCCOc1ccc(CNC(=O)NS(=O)(=O)c2ccc(OCC)cc2)cc1,-4,3,0.1,nt,7,6,2,1315,1,0.9,1
COc1ccc(CNC(=O)c2ccc3c(c2)N(C)C(=O)CS3=O)cc1 (stereo not given),0,-10,nt,10,18,-13,4,1360,1,0.8,1.1
COc1ccc(Cl)cc1C(=O)Nc1ccc(NC(C)=O)cc1,6,1,0.93,-9,0,0,3,1619,1.1,1,1
Cc1nc2ccc(NC(=O)c3ccc(Cl)c(S(=O)(=O)N(C)c4ccccc4)c3)cc2s1,-3,9,0.86,11,21,2,6,1835,0.9,0.8,0.9
N#Cc1cc([N+](=O)[O-])cnc1Nc1ccccc1,1,10,1.1,0,12,4,6,1716,1,0.9,1
Cc1cc(N2CCCC2=O)cc(C)c1S(=O)(=O)NCCOc1ccccc1,-14,7,nt,-27,13,0,6,1589,0.9,0.9,1
C=CCNC(=O)c1nc2ccccc2s1,1,-3,-0.074,nt,-12,-9,-3,1608,1,1.1,1.1
COc1cc(C2C(C(C)=O)=C(O)C(=O)N2c2ccc(Br)cn2)ccc1O (stereo not given),3,4,0.36,nt,17,-3,1,1611,0.9,0.8,0.9
CCC(C)Sc1nc2c(cnn2-c2ccc(C)cc2)c(=O)[nH]1 (stereo not given),-5,0,nt,-16,16,-5,0,1691,0.9,0.8,1
C#CCOCCOCCOCCNc1nc(N2CCN(C(=O)Cn3cc(CC(C)O)nn3)CC2)nc(N2CCN(C(=O)[C@H]([C@@H](C)CC)n3cc(CCCN=C(N)N)nn3)CC2)n1 (stereo not given in full),5,8,0.11,-13,13,-2,10,1523,1,0.9,0.6
O=C(C1COc2ccccc2O1)N1CCN(c2ccccc2Cl)CC1 (stereo not given),4,4,-2.1,19,24,5,1,1755,1,0.8,1
COc1ccc(C(=O)NCCCN2CCOCC2)cc1OC,2,2,nt,nt,0,4,6,1493,1,1,1
CC(C)(C)NC(=O)NC(=O)CN1CCN(c2ccc(O)cc2)CC1,6,1,-0.36,-1,35,0,-1,1562,0.6,0.7,0.4
COc1ccc(NC(=O)c2cc(-c3ccc(OC)c(OC)c3)on2)cc1OC,3,-3,nt,-42,3,4,-2,1534,1,1,1
CCO/C(C)=N/n1c2nc3ccccc3nc2c2c(=O)n(CC(C)C)c(C)nc21,12,-5,0.089,nt,17,-3,3,1444,0.9,0.8,0.9
COC(=O)c1cccc(NC(=O)COc2cccc([N+](=O)[O-])c2)c1,0,7,0.099,-13,13,4,3,1417,0.9,0.9,0.9
O=C(/C(=C/c1cccc(Cl)c1)c1nc2ccccc2[nH]1)c1ccccc1,-16,0,nt,6,14,1,-3,1511,0.9,0.9,1
CN(CCCN1CCOCC1)Cc1nc(-c2ccccc2)no1,19,-2,-0.034,-4,6,-3,8,1367,1,0.9,1
CSC1=C(C#N)C(C)CC(=O)N1 (stereo not given),4,-4,0.88,8,4,-2,3,1596,0.9,1,0.8
CC(C)N=C1NN=C(c2ccc(F)cc2)CS1,4,-1,0.36,1,10,1,3,1583,1,0.9,1
C=C1c2ccc(C)cc2NC(=O)N1c1ccccc1,-3,11,nt,nt,24,5,4,1611,0.9,0.8,0.9
